Compound activity deposited in PubChem BioAssay by Dana-Farber Cancer Institute and Novartis Institutes for BioMedical Research (Cambridge, Mass).
OTUD3 inh: inhibitors of human OTUD3 deubiquitinase; inhibition, % at 25 µM; purified OTUD3, Ub-rhodamine fluorescence, 2 h; 0.7% of 47,000 active; OTU domain-containing protein 3 (Homo sapiens), Q5T2D3
Target sequence (Q5T2D3 whole entry, looked up, the tested form may be a part): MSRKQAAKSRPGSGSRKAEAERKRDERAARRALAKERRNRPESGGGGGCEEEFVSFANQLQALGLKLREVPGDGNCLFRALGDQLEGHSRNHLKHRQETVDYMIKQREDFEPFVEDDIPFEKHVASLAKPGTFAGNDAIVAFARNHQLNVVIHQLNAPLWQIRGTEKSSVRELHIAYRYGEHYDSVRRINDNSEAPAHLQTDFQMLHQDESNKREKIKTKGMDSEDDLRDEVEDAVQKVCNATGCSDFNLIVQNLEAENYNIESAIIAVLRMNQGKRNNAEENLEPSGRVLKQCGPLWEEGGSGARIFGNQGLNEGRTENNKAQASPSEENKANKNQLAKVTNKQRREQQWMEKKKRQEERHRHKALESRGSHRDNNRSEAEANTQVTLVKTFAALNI
USP17 inh: inhibitors of human USP17 deubiquitinase; Ubiquitin carboxyl-terminal hydrolase 17-like protein 5 (Homo sapiens), A8MUK1; purified USP17, Ub-rhodamine cleavage fluorescence, 3 h; inhibition, % at 50 µM; 6.5% of 47,000 active
Target sequence (A8MUK1 whole entry, looked up): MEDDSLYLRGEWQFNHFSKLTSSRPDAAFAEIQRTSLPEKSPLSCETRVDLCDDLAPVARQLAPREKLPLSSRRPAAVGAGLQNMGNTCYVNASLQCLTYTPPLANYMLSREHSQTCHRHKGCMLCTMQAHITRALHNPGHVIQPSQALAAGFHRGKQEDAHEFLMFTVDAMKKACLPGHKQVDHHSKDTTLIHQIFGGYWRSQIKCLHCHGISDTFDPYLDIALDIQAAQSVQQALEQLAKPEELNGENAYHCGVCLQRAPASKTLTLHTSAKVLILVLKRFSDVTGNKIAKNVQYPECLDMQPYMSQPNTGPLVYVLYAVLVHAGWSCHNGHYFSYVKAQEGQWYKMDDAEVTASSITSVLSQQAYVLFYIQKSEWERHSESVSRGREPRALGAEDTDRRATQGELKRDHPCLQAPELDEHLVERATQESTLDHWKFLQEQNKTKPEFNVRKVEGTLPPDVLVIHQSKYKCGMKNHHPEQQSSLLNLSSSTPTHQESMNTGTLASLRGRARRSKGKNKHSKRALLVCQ
USP28 block: inhibitors of human USP28 deubiquitinase; purified USP28, Ub-rhodamine cleavage fluorescence, 30 min; inhibition, % at 25 µM; 3% of 47,000 active; AID 1645857, 2021
USP8 inh: inhibitors of human USP8 deubiquitinase. 4.2% of 47,000 active. AID 1645853, 2021. purified USP8, Ub-rhodamine cleavage fluorescence, 30 min. inhibition, % at 20 µM
UCHL1 inh: inhibitors of human UCHL1 deubiquitinase; Ubiquitin carboxyl-terminal hydrolase isozyme L1 (Homo sapiens), P09936; purified UCHL1, Ub-rhodamine cleavage fluorescence; inhibition, % at 20 µM; 0.2% of 47,000 active
USP30 inh: inhibitors of human USP30 deubiquitinase | Ubiquitin carboxyl-terminal hydrolase 30 (Homo sapiens), Q70CQ3 | purified USP30, Ub-rhodamine cleavage fluorescence | inhibition, % at 25 µM | 5.3% of 47,000 active | AID 1645860, 2021
USP10 block: inhibitors of human USP10 deubiquitinase | Ubiquitin carboxyl-terminal hydrolase 10 (Homo sapiens), Q14694 | purified USP10, Ub-rhodamine fluorescence, 60 min | inhibition, % at 20 µM | 1.1% of 47,000 active
USP7 inh: inhibitors of human USP7 deubiquitinase; Ubiquitin carboxyl-terminal hydrolase 7 (Homo sapiens), Q93009; purified USP7, Ub-rhodamine cleavage fluorescence; inhibition, % at 20 µM; 0.3% of 47,000 active; AID 1645854, 2021
An asterisk follows results filed as active; · = not tested or not shown. Cut-off read from the data, not from the text of the source: active = inhibition above about 30%; inactive = the rest. Outcome played no part in choosing rows. Share with any hit: about 13%.

Every second line gives: OTUD3 inh	USP17 inh	USP28 block	USP8 inh	UCHL1 inh	USP30 inh	USP10 block	USP7 inh
Cc1[nH]c2ccccc2c1CCNC(=O)c1cc2cc(Cl)ccc2oc1=O
  11	23	8	56*	5	2	-3	0
Cc1cccc(NC(=O)CCc2ccnc(N3CCOCC3)c2)c1C
  -5	·	-5	2	-5	-5	1	-4
CCN(CC)C(=O)c1nc2c(s1)CCN(Cc1cccc(OC)c1)CC2
  7	4	0	10	-2	-26	-6	-3
CCCc1ncc(CN2CCC3(CC2)CN(S(C)(=O)=O)Cc2ccccc2O3)cn1
  -13	-1	-14	-7	-3	-1	-4	-1
CC(CNC(=O)c1csc(C(=O)N2CCCC2)n1)c1ccccc1 (stereo not given)
  -2	-1	7	6	0	-12	-1	-9
Cc1ccccc1CNC(=O)CCc1ccc2nc(NC(=O)C(C)C)sc2c1
  -5	21	-4	-7	0	8	0	-3
CCn1nnc2c1C(COC)CN(C(=O)CC1=CCCCC1)C2 (stereo not given)
  -13	-31	-19	-136	-8	-64	-5	-11
Cc1nc2ccccc2c(=O)n1-c1cccc(NC(=O)c2ccccc2F)c1
  -3	15	-6	1	2	-6	1	-2
COc1ccc(C2NC(=O)NC(C)=C2C(=O)c2ccccc2)cc1OCc1ccccc1 (stereo not given)
  -183	-143	-96	-38	-90	-393	-5	-133
Cc1cccc(N2CCN(C(=O)C3CCCN(S(=O)(=O)N4CCOCC4)C3)CC2)c1C (stereo not given)
  2	-10	1	-8	3	-7	-5	2
CCCCN(CCCNC(=O)c1cc(-c2ccncc2)nc2ccccc12)c1ccccc1
  -1	24	0	1	5	-2	7	7
O=C(COc1ccc(Cl)cc1)NCc1nnc(SCC(=O)NCc2ccc3c(c2)OCO3)o1
  4	70*	0	30	0	26	1	0
Cc1nocc1C(=O)N1CCC2(CC1)CN(c1ncccn1)c1ccccc12
  -11	-51	-6	-38	0	-17	-3	-4
Cn1c(=O)n(CCc2ccccc2)c(=O)c2c1nc1n2CCN1Cc1ccccc1
  7	17	7	-43	4	19	9	9
Cn1c(=O)c(C2CCCC2=O)nc2c(OCc3ccccc3)nc(N)nc21 (stereo not given)
  -55	-47	-73	-111	-14	-228	-13	-26

Next structures:
Every second line gives: OTUD3 inh	USP17 inh	USP28 block	USP8 inh	UCHL1 inh	USP30 inh	USP10 block	USP7 inh
c1ccc(-c2nnn3c2nc(NCC2CCCO2)c2ccccc23)cc1 (stereo not given)
  -16	-18	-18	-1	0	-22	2	-2
Cn1nc(C(=O)N2CCOCC2)c2c1CCN(C(=O)CCC(=O)NCc1ccccc1)C2
  -4	-9	-11	-1	-3	-12	-1	-1
O=C(NCc1ccccc1)c1cc(-c2ccncc2)n[nH]1
  1	-3	-9	0	-2	16	2	3
Cc1ccc(C(=O)N2C[C@H](OCC3CCOCC3)[C@H]3COC[C@H]32)cn1
  11	1	8	4	0	7	-1	2
Cc1ccc(O)c2c1C(=O)C(C)(O)O2 (stereo not given)
  11	9	13	-2	2	17	0	6
Cc1cccc(NC(=O)CSc2nnc(-c3cnccn3)n2Cc2ccco2)c1
  4	23	1	14	3	12	-1	1
O=C(c1ccnn1-c1ccc2ccccn12)N1CCCC1
  -79	-109	-73	-21	-33	-347	-5	-34
O=C(Cc1ccc(F)cc1)Nc1ccccc1Cc1ccccc1
  17	27	12	19	4	27	5	4
Cc1ccc(CC(=O)N2CCC(c3cc(N)on3)CC2)cc1
  -10	-6	-10	-7	-4	-2	-1	-3
O=C(CN1CCC2(CCC1=O)NC(=O)c1ccccc1O2)NC1CCCC1 (stereo not given)
  18	6	6	27	2	24	-1	6
CC1(C)Cc2c(ccc3ccccc23)C2CC(O)C(=O)N21 (stereo not given)
  -17	-17	-19	-14	-8	-92	-8	-4
O=C(O)c1ccc(NCc2nc3ccccc3n2Cc2ccccc2F)cc1
  3	28	13	23	-2	20	7	-8
O=S1(=O)[C@@H]2CCN(c3ncccn3)CC[C@@H]2CN1Cc1ccc(Cl)cc1
  3	5	4	-4	1	7	-3	-1
CN1C(=O)C(Cc2nc3ccccc3c(=O)n2-c2ccccc2)c2cc(Br)ccc21 (stereo not given)
  -11	7	8	0	2	0	5	-10
Cc1nc(-c2ccc(NC(=O)N3CCN(c4ccccc4F)CC3)cc2)no1
  -5	0	0	-2	1	-8	4	2

Structural class, those above containing an NH in an aromatic ring.
Every second line gives: OTUD3 inh	USP17 inh	USP28 block	USP8 inh	UCHL1 inh	USP30 inh	USP10 block	USP7 inh
Cc1[nH]c2ccccc2c1CCNC(=O)c1cc2cc(Cl)ccc2oc1=O
  11	23	8	56*	5	2	-3	0
O=C(NCc1ccccc1)c1cc(-c2ccncc2)n[nH]1
  1	-3	-9	0	-2	16	2	3

(cont.)
Every second line gives: OTUD3 inh	USP17 inh	USP28 block	USP8 inh	UCHL1 inh	USP30 inh	USP10 block	USP7 inh
CN1CCN(C(=O)C2CCN(c3ncc(C(F)(F)F)cc3Cl)CC2)CC1
  4	-1	2	-4	1	7	-5	-44
O=C(O)CC(NS(=O)(=O)c1cc(Cl)cc(Cl)c1)c1ccccc1[N+](=O)[O-] (stereo not given)
  10	11	5	-13	0	14	1	4
Cc1nnc(NC(=O)CCc2nc(-c3ccc(C)n(C(C)C)c3=O)no2)s1
  -3	·	-5	-6	-11	-15	-6	-3
O=C(C1CC1)N1CCC(Cc2nc(-c3ccccc3)no2)CC1
  5	-2	2	6	2	2	0	0
COc1ccc(C2CCCCCN2C(=O)c2ccnc(C)n2)cc1 (stereo not given)
  -2	5	-5	11	1	8	-2	4
CCC(=O)Nc1ccc2c(c1)nc(CSc1nccc(C)n1)n2CC
  -2	-5	92*	-34	-1	6	2	1
O=C(Cc1ccc(-n2c(=O)c3ccccc3n(Cc3cccc(F)c3)c2=O)cc1)NC1CCCC1
  5	-1	4	21	-2	-25	16	6
CC(C)CCn1c(=O)c2ccccc2n2c(CCC(=O)NCCN3CCOCC3)nnc12
  -3	-7	-9	-5	-5	-28	-3	-10
CN1CCN(c2ccc3nnc(CCC(=O)N4CCCC4)n3n2)CC1
  7	15	8	28	1	17	0	5
COc1ccccc1CCNC(=O)Cc1cc(-c2ccc(F)cc2)on1
  -12	18	-11	5	2	-12	0	1
CC(NC(=O)Cc1cccc(F)c1)c1nc(-c2cccnc2)n[nH]1 (stereo not given)
  17	17	9	16	1	23	0	2
CNC(=O)c1sc2nccnc2c1C1CCN(c2ccncn2)CC1
  -1	-8	-3	-31	-1	-11	-1	-2
COCCCn1c(-c2ccccc2)cn2c3c(=O)[nH]c(=O)n(C)c3nc12
  0	5	-3	-22	-1	22	-1	-2
O=C1CC(c2ccccc2)N(C(=O)c2cc(C3CC3)[nH]n2)CCN1 (stereo not given)
  1	-5	-7	1	-2	-2	-1	-2
CCN(CC)C(=O)C1C(=O)NC2(C)CC1c1ccccc1O2 (stereo not given)
  2	5	5	13	0	2	0	-2

New compounds follow.
Every second line gives: OTUD3 inh	USP17 inh	USP28 block	USP8 inh	UCHL1 inh	USP30 inh	USP10 block	USP7 inh
O=C(Nc1nnc(C2CCCCC2)s1)c1cc(Cl)ccc1Cl
  17	19	14	6	5	23	14	-8
CC(=O)N[C@@]12CN(CC(=O)Nc3cc(F)ccc3C)CC[C@@H]1[C@@H](c1ccccc1)N(C(C)=O)C2
  -1	-10	-6	-7	-2	1	-5	3
CN1CCN(C(=O)Cn2c(C(F)(F)F)nc3ccccc32)CC1C(N)=O (stereo not given)
  10	1	7	-33	0	6	2	5
Cc1ccc(-c2ccc(-n3nc(C)c(S(=O)(=O)N4CCOCC4)c3C)nn2)cc1
  1	2	-1	-7	2	4	-2	6
O=C(CCCC1=NS(=O)(=O)c2ccccc2N1)Nc1ccc(F)c(F)c1
  5	4	-1	10	-2	-12	-1	-4
c1ccc(-c2noc(-c3cccs3)n2)nc1
  8	13	12	6	-1	7	-3	-8
O=C(NCc1ccco1)c1nn(C23CC4CC(CC(C4)C2)C3)cc1[N+](=O)[O-]
  10	-20	-7	-140	0	2	0	-6
CC1Cc2cc(S(=O)(=O)N3CCC(C(=O)N4CCN(c5ccccc5F)CC4)CC3)ccc2N1C(=O)C1CC1 (stereo not given)
  -6	-5	-11	3	3	12	3	4
CC(C)C(NS(=O)(=O)c1ccccc1F)C(=O)NC1CCCCC1 (stereo not given)
  7	14	1	8	2	11	1	0
COc1ccc(OC)c(CC(=O)NC2CC3(CCOCC3)Oc3ccccc32)c1 (stereo not given)
  10	21	12	11	3	44*	1	-1
O=C(O)C1C(C(=O)Nc2ccccc2)C2(c3ccccc3)C(=O)C1(c1ccccc1)C(c1ccccc1)=C2c1ccccc1 (stereo not given)
  64*	94*	86*	51*	7	82*	69*	66*
O=C(Cc1ccc(NC(=O)N2CCCCc3ccccc32)cc1)NCc1cccnc1
  -2	-7	-5	-10	-5	0	0	-4
CC(C)Oc1ccc(C(CC(=O)N2CCCCC2)c2ccc(F)cc2)cc1 (stereo not given)
  10	16	0	-1	3	5	2	-1
O=C(CSC1CCCC1)N1CCN(C(=O)c2cnn3ccccc23)CC1
  7	-4	4	-34	1	11	0	1
Cc1ccc(C(=O)NC(C)(C)c2nc3c(c(C(N)=O)n2)OCO3)s1
  -5	0	-10	-17	-2	-9	10	0

Laid out differently: 2 of the compounds above
structure,OTUD3 inh,USP17 inh,USP28 block,USP8 inh,UCHL1 inh,USP30 inh,USP10 block,USP7 inh
Cc1ccc(-c2ccc(-n3nc(C)c(S(=O)(=O)N4CCOCC4)c3C)nn2)cc1,1,2,-1,-7,2,4,-2,6
O=C(CCCC1=NS(=O)(=O)c2ccccc2N1)Nc1ccc(F)c(F)c1,5,4,-1,10,-2,-12,-1,-4

More compounds follow.
Every second line gives: OTUD3 inh	USP17 inh	USP28 block	USP8 inh	UCHL1 inh	USP30 inh	USP10 block	USP7 inh
O=C(Cn1cnc2c(c1=O)CCN(Cc1ccccc1)C2)Nc1ccccc1Cl
  -12	-32	-27	-55	-8	-50	-2	-8
Cc1ccc(C)c(NC(=O)Cn2c3ncccc3c(=O)n2-c2ccccc2)c1
  13	·	5	-4	-4	45*	10	1
COCCn1c(C(=O)Nc2ccccc2Cl)cc2c(=O)n(C)c(=O)n(C)c21
  -11	36*	-10	-10	-2	-3	2	0
Cn1c(=O)c2c(ncn2CCOc2cccc(Cl)c2)n(C)c1=O
  -1	0	8	-1	-1	-1	0	0
Cc1cccc2nc(C(=O)Nc3cccc(C(N)=O)c3)cn12
  3	21	0	17	1	11	-3	4
Cc1nn(-c2ccccc2)c2nc(C3CCN(C(=O)c4n[nH]c5c4CCC5)CC3)ccc12
  1	15	10	18	9	38*	12	8
O=C(c1cccnn1)N1C[C@@H]2OCC(=O)N(CCc3ccccc3)[C@H]2C1
  4	6	5	10	0	24	1	3
Cc1c(Cl)cccc1NC(=O)Cn1ccc2ccccc2c1=O
  -21	71*	-7	8	-2	-37	-1	4
Cc1c(C)n(Cc2ccncc2)c2ncnc(NCCO)c12
  -4	0	0	-5	-1	-6	-1	0
Cc1ccc(S(=O)(=O)N2CCC3(CC2)CC3c2nc(-c3cccnc3)no2)cc1F (stereo not given)
  -5	-9	-13	-2	-4	-1	-5	-7
CSc1ccc(-c2noc(-c3cnccn3)n2)cc1
  0	0	-4	0	3	-5	0	0
COc1ccc(-c2nnc(NC(=O)c3cccc(SC)c3)o2)cc1
  12	-45	0	-116	2	15	12	8
CCOC(=O)c1noc2nc(C)n(Cc3nc(-c4ccccc4C)oc3C)c(=O)c12
  -7	0	-6	-1	-1	-6	-3	4
CC(=O)c1c(C)[nH]c(C(=O)N2CC(=O)N(CCc3ccccc3)C(=O)C2)c1C
  -6	-8	-3	-9	0	-10	-3	-2
O=C(Nc1cccc(F)c1)C1=NOC2(CCNC2)C1 (stereo not given)
  -11	-40	-19	-218	-5	-60	-3	1

More structures:
Every second line gives: OTUD3 inh	USP17 inh	USP28 block	USP8 inh	UCHL1 inh	USP30 inh	USP10 block	USP7 inh
O=C(Cn1cnc2ccccc21)N1CCCc2ccccc21
  0	-2	15	-1	-3	-7	-1	-3
N#Cc1cccc(CN2CC[C@H]3[C@H]2CCN3S(=O)(=O)C2CC2)c1
  -14	-24	-12	-14	-1	-16	-1	0
Cc1cc(=O)oc2c(C)c(OCC(=O)NCc3ccccn3)ccc12
  -1	-3	-7	-13	-1	3	-1	1
O=S(=O)(c1ccccc1)N1CCN(c2cc(-c3ccncc3)[nH]n2)CC1
  8	-8	11	-1	2	-68	0	1
Cc1ccc(NC(=O)c2cnc3ccccc3n2)cc1Cl
  -30	2	-30	65*	0	-162	-2	-2
CCC(C)NC(=O)Cn1c(=O)[nH]c2c(-c3ccccc3)c[nH]c2c1=O (stereo not given)
  3	38*	·	-3	-3	·	0	0
CCc1noc2ncnc(NC3CCCCCC3)c12
  3	8	0	13	-2	13	1	-32
